From PubChem
APJ ag: APJ receptor agonism. P35414. CHO-K1 APJ PathHunter beta-arrestin, luminescence; 0% DMSO wells, 100% apelin. activation, % at 20 µM. hit rate 0.11% among 330,000. AID 2520;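 active = activation more than six SD over the plate average, tested at 20 µM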;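 also: 0% = DMSO alone and 100% = apelin-13 at 10 nM; some results filed as inactive read as strong as hits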
Target sequence (P35414 whole entry, looked up): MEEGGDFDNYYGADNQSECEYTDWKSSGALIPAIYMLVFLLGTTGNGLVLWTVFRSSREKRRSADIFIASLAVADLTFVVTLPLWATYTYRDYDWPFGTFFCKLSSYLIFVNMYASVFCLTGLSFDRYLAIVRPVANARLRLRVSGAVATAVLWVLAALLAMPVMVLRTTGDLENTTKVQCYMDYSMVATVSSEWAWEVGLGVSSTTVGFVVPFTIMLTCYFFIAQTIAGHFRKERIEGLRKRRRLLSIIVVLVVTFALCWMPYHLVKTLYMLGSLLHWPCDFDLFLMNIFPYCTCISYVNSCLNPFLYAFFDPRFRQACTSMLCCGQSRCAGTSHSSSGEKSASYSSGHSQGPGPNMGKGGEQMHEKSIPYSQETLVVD
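system = engineered CHO-K1 APJ arrestin reporter cells | input = 1000 cells per well | timing = overnight seeding, 90 min compound at 25 °C, 1 h detection | measured by = enzyme-fragment complementation luminescence | read-out = beta-arrestin recruitment to APJ as agonist activity, luminescent signal | control set = negative DMSO alone, positive Apelin-13 at 10 nM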
Mdm2-MdmX inh: disrupts the human Mdm2-MdmX interaction | O15151+Q00987 | SaOS-2 split-luciferase Mdm2/MdmX complementation, luminescence | inhibition, % at 8 µM | hit rate 3% among 330,000;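 active = inhibition of at least 50% at 8 µM in the primary screen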
CXCR6 inh: inhibitors of human CXCR6 receptor | CHO-K1 PathHunter CXCR6 beta-arrestin, luminescence | hit rate 0.36% among 360,000 | inhibition, % at 20 µM; in the data active = inhibition above about 34%, passing the limit was not always enough;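 also: antagonist mode with CXCL16 agonist at 10 nM final; 0% = 10 nM CXCL16 with DMSO and 100% = unstimulated wells without agonist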
Target sequence (O00574 whole entry, looked up): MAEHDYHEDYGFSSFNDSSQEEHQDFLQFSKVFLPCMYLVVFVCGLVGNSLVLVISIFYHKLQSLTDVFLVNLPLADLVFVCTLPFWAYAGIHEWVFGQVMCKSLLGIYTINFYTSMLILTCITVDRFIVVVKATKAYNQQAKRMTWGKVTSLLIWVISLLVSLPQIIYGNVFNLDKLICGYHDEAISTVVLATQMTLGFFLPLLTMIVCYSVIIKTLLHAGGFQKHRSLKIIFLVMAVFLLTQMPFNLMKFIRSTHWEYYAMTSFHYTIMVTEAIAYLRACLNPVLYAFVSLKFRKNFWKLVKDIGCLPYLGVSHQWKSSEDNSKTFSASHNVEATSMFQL
tim10-1 inh: growth inhibitors of tim10-1 mutant yeast | S. cerevisiae tim10-1 ts strain growth, BacTiter-Glo, 24 h | inhibition, % at 20 µM | hit rate 2.2% among 330,000 | AID 463190;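 active = inhibition of at least 40%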;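 also: mutant grown at 25 °C; 0% = DMSO wells with yeast and 100% = wells holding no yeast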
XBP1 UPR activ: adaptive UPR (XBP1) activation; AID 463104; CHO-XBP1 luciferase reporter, IRE1-XBP1 UPR activation, luminescence; percent of tunicamycin response, DMSO as zero; activation, % at 20 µM; hit rate 0.33% among 330,000;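 active = versus positive control, 20 µM dose yields 30% or more activation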;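 also: 100% = tunicamycin at 10 µg/mL and 0% = DMSO only wells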
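Test system: CHO-XBP1 luciferase reporter cells | Buffer or medium: Serum-containing F12 medium, 10% FBS | Schedule: 6 h compound exposure at 37 °C, 5% CO2 | Detection: Steady-Glo luciferase glow luminescence, 10 min after reagent addition | Read-out basis: Activation, % of tunicamycin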
UPR CHOP act: apoptotic UPR (CHOP) activation; CHO-CHOP luciferase reporter, luminescence; percent of tunicamycin response over DMSO baseline; activation, % at 10 µM; hit rate 0.34% among 330,000; AID 449763;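 active = at 10 µM dose, activation of 40% or more, normalized to positive control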;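 also: 100% = tunicamycin at 10 µg/mL and 0% = DMSO alone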
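Assay system: CHO cells with stable CHOP pathway luciferase reporter; Buffer or medium: F12 plus 10% serum; Times: 16-18 h cell attachment, then 6 h compound exposure, 37 °C; Signal: luciferase luminescence; Read-out basis: percent activation relative to tunicamycin control; Control set: tunicamycin high control, DMSO low control.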
APJ antagonist: antagonists of human APJ apelin receptor; CHO-K1 APJ beta-arrestin complementation, luminescence; inhibition, % at 20 µM; hit rate 0.32% among 330,000;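 active = inhibition above about 40% at 20 µM, limit read from the data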;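 also: cells challenged with 10 nM apelin-13 agonist together with compound; plate controls were apelin-13 plus DMSO wells for no effect and DMSO wells lacking apelin-13 for full effect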
tim23-1 inh: growth inhibitors of tim23-1 mutant yeast; S. cerevisiae tim23-1 growth, BacTiter-Glo luminescence, 24 h; hit rate 1.3% among 330,000; inhibition, % at 20 µM;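 active = growth inhibition of the mutant yeast at or above 50%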;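 also: temperature-sensitive mutant grown at 25 °C; plate controls were DMSO-treated mutant yeast for no effect and medium wells lacking yeast for full effect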
TIM10 inh: TIM10 yeast growth inhibition | S. cerevisiae TIM10 strain growth, BacTiter-Glo luminescence, 24 h | inhibition, % at 10 µM | hit rate 1.4% among 330,000;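 active = inhibition of 40% or more at the single tested concentration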;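 also: wild-type TIM10 isogenic control strain grown at permissive 25 °C; 0% = DMSO yeast wells and 100% = minimal medium wells without yeast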
Starred values were filed as active, the others as inactive; . = no result given. The list is partial, so the mix of outcomes need not match the whole.

Results follow in this order: APJ ag, Mdm2-MdmX inh, tim23-1 inh, APJ antagonist, CXCR6 inh, XBP1 UPR activ, UPR CHOP act, TIM10 inh, tim10-1 inh
> Cc1ccc(NC(=O)Nc2ccccc2)cc1[N+](=O)[O-]
→ -1, -28, 0, -1, 4, 2, 4.7, 9, 8
> C=C(c1ccccc1)c1ccc(N(C)C)cc1
→ -4, 0, 18, -19, 0, 4, 4.8, -9, -10
> COc1ccc(N2CCN(S(=O)(=O)c3ccc4c(c3)NC(=O)CC(=O)N4)CC2)cc1
→ -3, 12, -15, -5, -8, -2, -1.6, 0, -8
> CC(=O)Nc1nn(C)c2nc3ccc(C)cc3cc12
→ 0, -2, -8, 16, -41, -1, 0.1, 10, 5
> CC1(c2ccc3c(c2)OCCO3)NC(=O)N(CC(=O)Nc2ccccc2SCC#N)C1=O (configuration not stated)
→ -2, 10, 8, 20, -3, 2, 1.0, 6, 10
> COc1ccc(OCCCNCCc2ccccc2)cc1
→ -3, -6, 10, -12, -4, -2, -0.9, -5, 8
> CC1(C)CC(NC(=O)CC2CCCCC2)CC(C)(C)N1
→ 2, 5, 10, -40, -6, 8, -0.3, -3, 6
> O=C1CC(c2ccccc2)CC(O)=C1C=NCCCN1CCOCC1 (configuration not stated)
→ 1, 0, 1, 17, 7, -2, 0.0, 6, 3
> CCOC(=O)c1cc(NC(=O)c2cccnc2)cc(C(=O)OCC)c1
→ -4, 37, 4, -21, -2, 1, -1.2, 15, 29
> COc1cc(/C=N/NC2=NC(C)(C)Cc3ccccc32)cc(OC)c1OC
→ 2, 2, 26, 2, 7, 2, 2.8, 2, 33
> O=C(CN1CCCC1)NCC12CC3CC(CC(C3)C1)C2
→ 0, 3, 7, 5, -5, -2, 0.9, 1, -10
> Cc1ccc(-n2nnnc2CNC(=O)C2CC(=O)N(c3ccc(F)cc3)C2)cc1C (configuration not stated)
→ -2, -3, -11, 8, -5, 0, 1.2, 0, 3
> O=C(c1cc2c(s1)CCCC2)n1cccn1
→ -1, -29, 43, 27, -1, 0, 2.2, 0, 25
> COC(=O)COc1ccc(S(=O)(=O)NCc2ccco2)cc1Cl
→ -7, 8, 10, -23, 3, 0, 0.2, 5, 8
> CSCCC(NC(=O)c1ccc([N+](=O)[O-])cc1Cl)C(=O)OCC(=O)NCC(F)(F)F (configuration not stated)
→ 0, 16, -3, -12, -24, -2, 0.9, -13, 15
> CCN(CC)C(=O)c1ccc(-c2cccs2)s1
→ -4, -28, 15, 11, 8, 2, 4.5, -5, 6
> COc1ccnc(-n2cccc2C=O)c1C#N
→ -1, 13, 11, 10, 2, 0, 0.1, -8, -4
> COc1ccc(OC)c(NC(=O)C2=C(C)Nc3ncnn3C2c2cccs2)c1 (configuration not stated)
→ -2, 2, 9, 7, -4, -1, -1.8, 0, 6
> Cc1ccc(NC(=O)CN(C)C(=O)c2ccc(Br)o2)cc1
→ 0, 16, -7, 13, 3, -2, 1.8, -6, -1
> CCC(=O)c1ccc2c(c1)OCCO2
→ 1, -11, 16, -6, -6, -4, 1.9, -18, 1
> Cc1noc(C)c1S(=O)(=O)N(CC(=O)N1CCCC1)c1ccc(C(C)C)cc1
→ -2, 23, 25, 13, 0, -3, 0.3, 12, 31
> CCCCn1c(SCc2nc3ccccc3s2)nc2ccccc2c1=O
→ -2, 12, 5, 4, 2, 1, 0.8, -1, -1
> CCNC(=O)C/C(C)=N/NC(=O)C1CCCCC1
→ -2, 6, 5, -11, 5, 1, -1.4, -3, -9
> CCOc1c(N2CCOCC2)c(=O)c1=O
→ 1, 26, -13, 10, 4, -3, 10, 4, -12
> O=C(NCc1ccco1)c1ccc2[nH]c(=O)c(=O)[nH]c2c1
→ 2, -1, -9, 16, -3, 0, -1.6, 0, -11
> COc1ccc(C2N(c3ccc4c(c3)OCCO4)C(=O)C2(F)F)cc1OC (configuration not stated)
→ -5, 20, 25, -10, -2, 1, 1.2, 20, 17
> COc1cc2ccccc2cc1C(=O)OCC(=O)N(CC(C)C)c1c(N)n(Cc2ccccc2)c(=O)[nH]c1=O
→ 8, 34, 5, -35, 1, 5, -0.9, 6, -6
> Cc1[nH]c2ccccc2c1/C=N/NC(=O)Nc1ccccc1
→ 0, -1, 1, -12, 6, 7, 4.4, 5, 1
> CC(=O)Cc1nsc(NC(=O)c2cc(-c3ccc(Cl)c(Cl)c3)oc2C)n1
→ -2, -14, 2, 11, 4, -3, 2.7, 1, 14
> Cc1ccc(S(=O)(=O)CC(=O)c2ccccc2[N+](=O)[O-])cc1
→ -2, -2, 38, 22, -7, -4, 1.8, 4, 21

An excerpt from above in order of the CXCR6 inh value, lowest first.
Molecule | Mdm2-MdmX inh | APJ antagonist | CXCR6 inh | XBP1 UPR activ
CCC(=O)c1ccc2c(c1)OCCO2 | -11 | -6 | -6 | -4
COc1ccnc(-n2cccc2C=O)c1C#N | 13 | 10 | 2 | 0
Cc1ccc(NC(=O)CN(C)C(=O)c2ccc(Br)o2)cc1 | 16 | 13 | 3 | -2
CCOc1c(N2CCOCC2)c(=O)c1=O | 26 | 10 | 4 | -3

(cont.)
Results follow in this order: APJ ag, Mdm2-MdmX inh, tim23-1 inh, APJ antagonist, CXCR6 inh, XBP1 UPR activ, UPR CHOP act, TIM10 inh, tim10-1 inh
> COc1ccc(/C=N/n2cnc3c([nH]c4ccc(Br)cc43)c2=O)cc1CN1CCOCC1
→ -3, 57*, 18, 5, ., -5, -3.0, 8, 14
> O=S(=O)(c1cccs1)N1CN(Cc2ccc(Cl)cc2)c2nc3ccccc3nc21
→ -2, 4, 35, -43, -1, 4, -3.4, 26, 10
> CC(C)(C)Cc1nc2ccccc2n1CCc1ccccc1
→ -1, 13, 36, 22, 8, 5, -0.9, 37, 41*
> CC1Cc2ccccc2N1S(=O)(=O)c1cccc(C(=O)OCC(=O)N2CCOCC2)c1 (configuration not stated)
→ -6, 9, 22, 9, 6, -3, 1.1, 3, 11
> CCCCNC(=S)NNC(=O)CCn1nc(C)c(Br)c1C
→ -15, 12, 9, 64*, 28, 1, -1.0, 6, 5
> CCOC(=O)C1=C(SCC)c2cc3c(n2C1=O)CCCC3
→ -8, 32, 59*, 14, 27, 2, -1.1, 59*, 65*
> COc1ccc(-c2nc(=S)c3c(n2CCN2CCOCC2)CC(C)(C)OC3)cc1
→ -2, -4, -1, -6, -1, -2, -0.1, 3, 14
> O=C(NCc1ccc2c(c1)OCO2)C(c1ccco1)N(C(=O)c1csnn1)c1ccccc1 (configuration not stated)
→ 1, 22, 15, 10, -3, 2, -1.8, 6, 23
> CCCc1nc(SCC(=O)NNC(=O)c2ccc(OC)cc2)c2ccccc2n1
→ 0, -7, 23, -5, -2, 0, 0.0, 0, 11
> CN1C(=O)c2ccc(NC(=O)C3CCCCC3)cc2C1=O
→ 0, 12, 11, 7, -4, 4, 1.9, -3, 0
> CCOc1cc(C(=O)CSc2nnc(CNc3ccc(Cl)cc3)o2)ccc1NC(=O)CC
→ 2, 31, 8, 4, -8, 18, -0.5, 9, 0
> Cc1ccc(CCNC(=O)c2nn(C)c3c2CS(=O)(=O)c2ccccc2-3)cc1
→ 5, 3, -18, 9, -12, 1, -0.1, 3, -27
> CC[C@@H](C)[C@@H](C(=O)N1CCN(C(=O)OC(C)(C)C)CC1)n1cc(CCCCNC(=O)OC(C)(C)C)nn1
→ 15, -1, 19, -14, -8, 1, 1.7, -2, 11
> COc1ccccc1CNC(=O)C1CCCN(S(C)(=O)=O)C1 (configuration not stated)
→ 0, 11, 11, -10, 1, -3, 2.1, 10, 5
> Fc1ccc(-c2nc3nc4ccccc4nc3n2Cc2ccco2)cc1
→ -3, -44, 49, 7, 7, 6, 4.7, 36, 43*
> O=C(N=Nc1c(O)n(Cc2ccccc2)c2ccccc12)c1ccncc1
→ 0, 0, 30, -13, -1, 1, 3.1, -15, -1
> O=C(CC1S/C(=N/N=C/C=C/c2ccccc2)NC1=O)Nc1ccc(Cl)c(Cl)c1 (configuration not stated)
→ 0, 63*, 2, 18, 5, 0, 0.7, 10, 22
> CC(NC(=O)C(c1ccccc1)c1ccccc1)C(=O)N1CCCCC1 (configuration not stated)
→ -3, 8, 16, -2, 10, 0, -1.3, 7, 11
> COc1ccc(OC)c(-n2c(O)cnc2Nc2nc(C)cc(C)n2)c1
→ -1, -4, 8, 7, -2, -1, -0.4, 5, -13
> CCOC(=O)c1sc(NC(=O)CSc2nc(O)c(Cc3ccccc3)c(=O)[nH]2)nc1C
→ -4, 0, 10, 4, -3, -3, 0.0, 2, 6
> CC(C)OC(=O)CSc1nc(N2CCOCC2)c2c(c1C#N)CC(C)(C)OC2
→ 0, 18, 21, -3, -8, -2, -0.7, 23, 14
> COc1cc2c(cc1OC)CN(CC(=O)Nc1ccc(C)c(S(=O)(=O)N3CCOCC3)c1)CC2
→ -3, 19, -6, 19, -4, -5, 0.5, 3, -3
> Cc1sc2ncnc(SCC(=O)c3ccc4c(c3)OCCO4)c2c1-c1ccccc1
→ -1, 0, 13, 0, -2, -2, 0.1, -5, 0
> Cc1ccc(CNC(=O)C2CC(c3ccc([N+](=O)[O-])cc3)=NO2)cc1 (configuration not stated)
→ -1, -2, 8, -9, -16, 5, 2.0, -14, -1
> CCOc1ccc(CCNC(=O)c2ccc(CNS(=O)(=O)c3ccccc3)cc2)cc1OCC
→ 4, 3, 18, -7, -12, -1, -0.7, -4, 18
> O=C1CCCC(O)=C1N=Nc1ccc2c(c1)OCO2
→ -5, -19, 10, 4, 2, 3, 6.1, 11, 17
> CCOc1ccccc1CNC(=O)CCCC(=O)n1nc(C)c2ccccc21
→ -8, -17, 17, 16, -2, -2, -1.6, 7, 33
> CN(C)c1ccnc2sc(C(N)=O)c(N)c12
→ -5, 97*, 9, -19, 4, 2, -0.9, -24, -3
> CCn1c(C)nnc1SCC(=O)NC1CCCC1
→ -3, 23, 2, 19, -4, -1, 2.5, 3, -9

Part of the list above in order of SMILES length, smallest number first:
Results follow in this order: APJ ag, Mdm2-MdmX inh, tim23-1 inh, APJ antagonist, CXCR6 inh, XBP1 UPR activ, UPR CHOP act, TIM10 inh, tim10-1 inh
> CCC(=O)c1ccc2c(c1)OCCO2
→ 1, -11, 16, -6, -6, -4, 1.9, -18, 1
> CN(C)c1ccnc2sc(C(N)=O)c(N)c12
→ -5, 97*, 9, -19, 4, 2, -0.9, -24, -3
> Cc1ccc(S(=O)(=O)CC(=O)c2ccccc2[N+](=O)[O-])cc1
→ -2, -2, 38, 22, -7, -4, 1.8, 4, 21
> CC(C)OC(=O)CSc1nc(N2CCOCC2)c2c(c1C#N)CC(C)(C)OC2
→ 0, 18, 21, -3, -8, -2, -0.7, 23, 14

One compound at a time, as listed above. Order of screens: APJ ag	Mdm2-MdmX inh	tim23-1 inh	APJ antagonist	CXCR6 inh	XBP1 UPR activ	UPR CHOP act	TIM10 inh	tim10-1 inh
`Cc1[nH]c2ccccc2c1/C=N/NC(=O)Nc1ccccc1` reads 0	-1	1	-12	6	7	4.4	5	1
`O=C1CC(c2ccccc2)CC(O)=C1C=NCCCN1CCOCC1` (configuration not stated) reads 1	0	1	17	7	-2	0.0	6	3
